High-throughput results (PubChem)
Pf Dd2 growth: inhibitors of Plasmodium falciparum Dd2 growth. P. falciparum Dd2 growth, SYBR Green, 72 h. 120,000 compounds, 4.3% hits. Potency, µM (top dose mostly 28.9 µM), for the others: at the top dose activity, negative = inhibition, actives largely listed as inhibitors. AID 1347417; active = well fitted inhibition curve with a large enough effect; inconclusive = small, poorly fitted or top-dose-only effect; inactive = no such curve, though single readings can be large or run the other way;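 also: plate controls were DMSO vehicle for no effect and reference drug for full effect; nearly all actives have a fitted effect of over 65% in size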
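Readout: SYBR Green fluorescence, 485 nm excitation, 535 nm emission, after ~16 h lysis at 37C. Before that, Dd2-infected red cells (2.5% hematocrit) grew 72 h with compound, 29 uM top final concentration.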
* = called active by the depositor; i = inactive; ? = inconclusive; [ ] = dose if it differs, or a comment. Potency is read from the fitted curve at half-maximal effect.

structure	Pf Dd2 growth
COc1cccc(NC(=O)C2(C)CCCCC(=O)N2)c1 (configuration not stated)	-1.5%
CC(C)NC(=O)C[C@@H]1CCNC[C@@H]1Cc1cc(-c2ccc(C(C)(C)C)cc2)on1	7.08µM*
Cc1ccc2c(c1)N(C(=O)N1CCC(C(=O)NC3CCCCCC3)CC1)CCO2	-12.3%
O=C1CCN(S(=O)(=O)c2ccccc2)CCCN(C(=O)CN2C(=O)CCC2=O)CCN1	-15.8%
Cc1cccc(C(=O)Nc2nc(-c3ccc(Br)cc3)ns2)c1	12.2%
COc1ccc(NC(=O)N2CCC3(CC2)CC(OCC2CC2)CCO3)cc1 (configuration not stated)	?
CN(C(=O)C1CC=CCC1)C1CCc2nn(C)c(=O)n2CC1 (configuration not stated)	109.1%[activator]
Cc1sc2ncn(CC(=O)N3CCN(c4cccc(Cl)c4)CC3)c(=O)c2c1S(=O)(=O)N1CCC(C)CC1	i
CN1C(=O)Cc2ccccc2C1C(=O)NCc1ccc(F)cc1 (configuration not stated)	-23.8%
N#Cc1ccc(CN2C[C@@H]3OCC(=O)N(CC(N)=O)[C@@H]3C2)cc1	4.0%[44.1 µM]
Cc1ccsc1C(=O)C1CCCN(Cc2cc(F)ccc2-n2cccn2)C1 (configuration not stated)	?
O=C(CCCc1ccccc1)N1CCN(C2CCN(Cc3cccnc3)C2=O)CC1 (configuration not stated)	?
CC(C)CNC(=O)N1CCOc2ccc(CN3CCOCC3)cc2C1	?
CCc1cn(C[C@H](NC2CCCCC2)C(=O)O)c(=O)[nH]c1=O	-2.9%[44.1 µM]
CCc1cccc(CC)c1NC(=O)CCS(=O)(=O)c1ccc2c(c1)CCN2C(C)=O	18.4%
COCCOc1ccnc(-c2noc([C@@H]3CCCN3Cc3ccc(S(C)(=O)=O)cc3)n2)c1	?
COCCN1C(=O)[C@@H]2C[C@@H](CN2Cc2ccc3c(c2)OCO3)Oc2ccccc21	?
CNC(=O)C(C)(C)N1CCC[C@H]1C(=O)N1CCOCC1	23.6%[44.1 µM]
O=C(Nc1cccc(Cl)c1)c1cnc2c(c1)N(Cc1ccccc1)CCC2	115.9%[activator][44.1 µM]
O=C1NC2(CCN(CC3CC3)CC2)COc2ccccc21	-21.7%[44.1 µM]
O=C1CC(c2ccccc2)N(C(=O)CNC(=O)CN2C(=O)CCC2=O)CCCCCN1 (configuration not stated)	11.9%
O=C(CN1C(=O)C(c2ccccc2)=NC12CCCCCC2)NCC1CCCO1 (configuration not stated)	-6.1%
CN1CCN([C@H]2CCN(C(=O)CCCc3cn[nH]c3)C[C@H]2CCC(=O)O)CC1	-3.5%
OC[C@H]1CCN(Cc2ccc(-c3ccn[nH]3)o2)C[C@H]1O	-2.0%
COc1ccc(OC)c(-c2nc3cc4c(cc3cc2CN2CCOCC2)OCO4)c1	?

Next section:
structure	Pf Dd2 growth
Cc1noc(-c2cn(C3CCN(C(=O)c4cc(F)ccc4Cl)C3)nn2)n1 (configuration not stated)	i
Cc1ccc(C)c(NC(=O)C2CCCN(S(=O)(=O)c3cn(C)cn3)C2)c1 (configuration not stated)	i
CN(C)c1cccc(NC(=O)c2ccnc(-c3nnc4ccc(N5CCOCC5)nn34)c2)c1	?
CC(C)CNC(=O)CCc1nc(C2CCCN2C(=O)NC(C)C)no1 (configuration not stated)	-11.5%
Cc1ccc(F)cc1S(=O)(=O)N1C[C@@H](C)[C@@](C)(O)C1	-9.8%
COc1cc(=O)n2c(c1C(=O)NCc1ccccc1Cl)CCCC2	?
COCc1noc([C@@H]2CN(C(=O)CC(C)(C)C)C[C@H]2CO)n1	16.6%
CN(C)c1nc(N2CCC(O)(c3cccnc3)CC2)ncc1F	7.5%
COc1ccc(C(CC(=O)NCc2ccc(Cl)cc2)N2Cc3ccccc3C2=O)cc1OC (configuration not stated)	?
O=C(NC1CCCN(c2cc(-c3ccccc3)[nH]n2)C1)c1ccc(Br)cc1 (configuration not stated)	i
CC1Oc2ccc(NC(=O)c3ccccc3Cl)cc2CN(Cc2ccc3c(c2)OCO3)C1=O (configuration not stated)	i
CNC(=O)[C@@H]1CN(C(=O)c2cc(-c3cc(C)ccc3C)n[nH]2)C[C@H]1CO	-0.8%
CCC1C(=O)NCCN1Cc1cn(-c2cccc(F)c2)nc1-c1ccc(C)o1 (configuration not stated)	?
Cc1cccc(CC(=O)N2CCCC(n3cc(-c4nc(-c5ccccc5)no4)nn3)C2)c1 (configuration not stated)	?
Cc1ccc(NC(=O)c2cc(S(=O)(=O)N3CCCC(C)C3)cn2C)c(Br)c1 (configuration not stated)	-24.0%
Cc1nc(C2CCCCN2C(=O)c2cccc(F)c2)n[nH]1 (configuration not stated)	-12.4%
NC(=O)C1(C(=O)N2C[C@@H](C(=O)O)[C@H](c3ccc4c(c3)OCO4)C2)CC1	3.8%
O=C(N1CCN(C/C=C/c2ccccc2)CC1)C12CNCC1CNC2 (configuration not stated)	-21.9%
C#CCNC(=O)c1nc(-c2cccnc2)c2cnccn12	i
CCOC(=O)c1ccc(NC(=O)c2nc(SCc3ccccc3F)ncc2Cl)cc1	-2.8%
CC(=O)N1CCCc2ccc(NS(=O)(=O)c3ccc(C)c(C)c3)cc21	16.7%
O=C(c1ccccn1)N1CCCC(c2nc(CCOCC3CC3)no2)C1 (configuration not stated)	15.8%
O=C1NC[C@H]2CN(C3CCC3)CCN12	26.0%[76.6 µM]
CC(C)NC(=O)N1CCN(C(=O)c2cccnc2)C[C@H]1C(=O)N[C@@H](CC1CCCCC1)C(N)=O	7.9%
O=C(COc1ccc(Cl)cc1)NCCc1csc(-c2ccc(F)cc2)n1	i

Reprinted from the part before: 7 entries; new compounds follow.
structure	Pf Dd2 growth
C#CCNC(=O)c1nc(-c2cccnc2)c2cnccn12	i
CCOC(=O)c1ccc(NC(=O)c2nc(SCc3ccccc3F)ncc2Cl)cc1	-2.8%
CC(=O)N1CCCc2ccc(NS(=O)(=O)c3ccc(C)c(C)c3)cc21	16.7%
O=C(c1ccccn1)N1CCCC(c2nc(CCOCC3CC3)no2)C1 (configuration not stated)	15.8%
O=C1NC[C@H]2CN(C3CCC3)CCN12	26.0%[76.6 µM]
CC(C)NC(=O)N1CCN(C(=O)c2cccnc2)C[C@H]1C(=O)N[C@@H](CC1CCCCC1)C(N)=O	7.9%
O=C(COc1ccc(Cl)cc1)NCCc1csc(-c2ccc(F)cc2)n1	i
O=C1[C@@H]2[C@@H](CCN2C(=O)NC2CCCCC2)N(Cc2cccs2)C(=O)N1c1cccc(F)c1	-4.1%
CC(C)C(=O)N1CCC(N2C(=O)C3(CCCCC3)C2c2ccncc2)CC1 (configuration not stated)	?
CCCCn1cc(S(=O)(=O)c2ccc(C)c(C)c2)c(=O)c2cc(F)c(N3CCN(C)CC3)cc21	?
CC(C)C(=O)N1C[C@@H]2CCCN3CCC[C@@H]([C@H]23)[C@H]1CCCC(=O)NCC1CC1	-0.9%
O=C(NC1CCCCC1)C1CCN(C(=O)c2ncn3c2COC(c2ccc(F)cc2)C3)CC1 (configuration not stated)	i
O=C(c1cocn1)N1C[C@@H](COCC2CC2)[C@H](c2ccccn2)C1	-5.1%
Cc1cc(C)cc(NC(=O)CSc2nnc(CNC(=O)c3c(F)cccc3Cl)o2)c1	0.2%
CC[C@H]1CN(S(C)(=O)=O)CC[C@H]1CC(=O)NCc1cccc2ccccc12	7.1%[44.1 µM]
O=C(NCCc1ccccc1)c1ccc2c(c1)N(Cc1ccccc1F)C(=O)c1ccccc1S2=O (configuration not stated)	i
COc1ccc([C@H]2C[C@@H](O)[C@@H](O)[C@@H]2NCc2cccc(OC)c2)cc1	?
CCOC(=O)c1sc2ccccc2c1S(=O)(=O)Nc1ccc(CC)cc1	?
Cc1nc(C)c(CC(=O)NC2CCCN(CCCc3ccccc3)C2)c(=O)[nH]1 (configuration not stated)	-5.3%
Cc1ccc(NC(=O)CCCn2c(=O)c3cccn3c3ccccc32)c(Cl)c1	-17.0%
CCOCCCNC(=O)NC1CCN(c2ccc(OC)cc2)C1=O (configuration not stated)	6.8%
CN(C)C(=O)c1cccnc1OC1CCN(C(=O)c2cccc(F)c2)C1 (configuration not stated)	10.6%
CN(C)c1nc(-c2ccncc2)nc2c1CCN(C(=O)c1[nH]ncc1Cl)C2	-29.3%
COc1ccc(F)cc1S(=O)(=O)N1CCCN(C(=O)C2CC2)c2ccccc21	-15.8%
O=C(NC1CC(=O)N(c2ccccc2)C1)c1ccc(S(=O)(=O)N2CCOCC2)cc1 (configuration not stated)	i
CCn1cc(-c2ccc(Cl)cc2)cc1C(=O)N1CCCN(C)CC1	-21.5%
COc1ccc(C(C)NC(=O)COc2ccc(NC(C)=O)cn2)cc1 (configuration not stated)	12.2%
C=CCOc1cccc(C(=O)N2CCC(Cc3ccc(OC)cc3)(C(=O)OCC)CC2)c1	i
OCC1(CC2CC2)CCCN(c2nccc(C(F)(F)F)n2)C1 (configuration not stated)	-18.6%
COc1ccccc1CNC(=O)c1nn(-c2ccc(C)cc2)c(=O)c2c1c1ccccc1n2C	?
COc1cccc(CNC(=O)c2c(C)nn(-c3cccc(C)c3)c2-n2cccc2)c1	40.6%[activator]
CN(CC1CCOCC1)C(=O)Nc1cccc(F)c1	5.3%

The list goes on:
structure	Pf Dd2 growth
CC(=O)NC1(C)CCN(Cc2ccc(-c3cccc4ncccc34)cc2)C1 (configuration not stated)	i
COc1ccc(C(=O)NCC2Cn3cccc3C(=O)N2C)cc1OC (configuration not stated)	-4.1%
COc1cccc(NC(=O)C2CCN(S(=O)(=O)c3c(C)noc3C)CC2)c1	-7.0%
COc1cccc(C(O)c2nc(C(=O)NCc3ccccc3)c(C)o2)c1 (configuration not stated)	?
CS(=O)(=O)N(C1CC1)C1CCOC2(CCN(C(=O)CCCc3ccccc3)CC2)C1 (configuration not stated)	i
c1ccc(C2=NOC3(CCN(Cc4cccc5ccccc45)CC3)C2)cc1	-20.7%
Cc1cc(C)c(CN2CCC3(CCCN(C)C3=O)C2)c(-n2cccn2)c1 (configuration not stated)	-16.2%
COCCn1nc2n(c1=O)CCN(C(=O)c1cncc(Br)c1)CC2	51.8%[activator]
COc1cncc(NC(=O)C2=NO[C@@H]3CN(Cc4ccc(F)c(Cl)c4)C[C@H]23)c1	?
O=C(NCCCc1nc2ccccc2n1Cc1ccc(Cl)cc1)c1ccco1	?
CCC(C)C(=O)NC1CCN(c2cn[nH]c(=O)c2)CC1 (configuration not stated)	?
Cc1cccc(Cc2c(C)nc3nc(SCC(=O)NC4CCCCC4)nn3c2C)c1	5.8%
CCn1ncc(S(=O)(=O)N2CCC3(CC2)CNC(C(=O)O)C3)c1C (configuration not stated)	-9.9%
COc1cccc(N2CCN(C(=O)C3CCCN(Cc4cccnc4)CCC(=O)NCC3)CC2)c1 (configuration not stated)	3.98µM*
COc1ccc(NC(=O)C(=O)NCC(c2ccc3c(c2)OCO3)N2CCN(C)CC2)cc1 (configuration not stated)	1.2%
CCCOc1ccc(-c2nc(SCC(=O)c3ccc(Cl)cc3)n[nH]2)cc1	23.4%
COc1ccc(CNC(=O)C(=O)Nc2cc(Cl)ccc2OC)cc1	i
Cc1noc(C)c1CCC(=O)N1CC[C@@H](NC(=O)c2cnccn2)[C@H](O)C1	-11.5%
O=C(NCc1ccncc1)C1c2ccccc2C(=O)N(Cc2ccccc2)C12CCCC2 (configuration not stated)	?
O=C(Cc1ccsc1)N1CCN(c2cc(-c3cccs3)[nH]n2)CC1	i
Cc1ccc2c(Sc3ccc(Cl)cc3)c(C(=O)N3CCC(C)CC3)[nH]c2c1	-11.7%
O=C(Nc1nnc(S(=O)(=O)N2CCCc3ccccc32)s1)c1cccc(Cl)c1	-20.8%
COc1cc(C)c(CN2CCCn3nc(C(=O)N4CCCC4)cc3C2)cc1C	-14.0%
COc1cccc(CC(=O)N2CCc3nnc([C@@H]4C[C@@H](O)CN4C)n3CC2)c1	5.9%
CCC1(O)CCC12CCNCC2 (configuration not stated)	i

Compounds shown so far that have a tert-butyl group:
structure	Pf Dd2 growth
CC(C)NC(=O)C[C@@H]1CCNC[C@@H]1Cc1cc(-c2ccc(C(C)(C)C)cc2)on1	7.08µM*
COCc1noc([C@@H]2CN(C(=O)CC(C)(C)C)C[C@H]2CO)n1	16.6%

(listing goes on)
structure	Pf Dd2 growth
Cc1ccc2c(c1)N(C(=O)CCC(=O)Nc1ccccc1Cl)CC(C)O2 (configuration not stated)	9.2%
COCCNC(=O)C(=O)NCC(c1cccnc1)N1CCN(c2ccccc2OC)CC1 (configuration not stated)	-13.5%
CCOc1ccc(NC(=O)C2CCc3ncc(-c4ccsc4)n3C2)cc1 (configuration not stated)	-9.2%
CCOCCN1C(=O)COC[C@@H]1[C@H](O)c1ccc(NC(=O)c2ccc(OC)cc2)cc1	i
Cc1ccc(C(=O)N2CCN(c3cccc(Cl)c3)CC2)cc1-n1c(C)nc2cccnc21	?
CCC1CCCCN1CC(=O)Nc1cc(C)c2c(=O)oc3ccccc3c2n1 (configuration not stated)	4.4%
CCCn1c(SCc2nc(-c3ccc(OC)cc3OC)no2)nnc1-c1ccc(Cl)cc1	?

Some of the compounds tested; the hit share may differ from the screen's.
